mIDH1 inhibitor = blocks human mutant IDH1 R132H enzyme | O75874 | IDH1-R132H enzyme, NADPH consumption, diaphorase/resazurin fluorescence | Potency, µM (doses to about 76.6 µM), without a hit: at the top dose activity change, negative = inhibition, actives largely listed as inhibitors | hit rate 0.093% among 390,000 | AID 602179; also: potency is read from the fitted curve at half-maximal effect; % is scaled to controls: 0 for no effect and ±100 for the full control effect; nearly all actives have a fitted effect of over 65% in size
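IDH1-R132H (0.5 ug/mL) preincubated 30 min with compound, then NADPH (0.016 mM) and alpha-KG (2 mM) added; 80 min at RT, pH 7.5. Remaining NADPH coupled via diaphorase/resazurin to fluorescence (540/590 nm); concentration-response curves normalized to no-enzyme control.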
TrxR1 substrate = substrates of rat thioredoxin reductase 1; Potency, µM (doses to about 114 µM), for inactives: at the top dose activity change, negative = substrate turnover; hit rate 0.01% among 390,000; purified TrxR1 substrate turnover, NADPH consumption readout; O89049; also: potency is read from the fitted curve at half-maximal effect; % is scaled to controls: 0 for no effect and ±100 for the full control effect; nearly all actives have a fitted effect of over 50% in size
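Rat TrxR1, dispensed at 90 nM, was prereduced with 400 uM NADPH (final) for 5 min at ~22 deg C, then incubated with compound 15 min before 400 uM selenite. A first-read NADPH fluorescence drop versus no-compound background flagged substrates.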
Glioma ERSR ind = inducers of ER stress response in human glioma cells; U87-MG GRP78 promoter luciferase reporter, 16 h; Potency, µM, inactives show at the highest dose activation, usual class: activators; hit rate 0.02% among 420,000; also: potency is read from the fitted curve at half-maximal effect; series mostly up to about 76 µM; % of control where 0% means no effect; nearly all actives have a fitted effect of over 35% in size
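Stably transfected U87-MG human glioma cells carrying a GRP78-based luminescent sensor were seeded at 1000 cells/well, pin-dosed with compounds and incubated 16 h. Luciferase reagent was then added, and end-point luminescence was read after 10 min at room temperature.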
rTrxR1 inhibitor = rat TrxR1 inhibition; O89049; recombinant rTrxR1, NADPH fluorescence consumption, selenite substrate; Potency, µM (series often up to 114 µM), without a hit: top-dose activity change, negative = inhibition, usual class: inhibitors; hit rate 1% among 390,000; also: potency is read from the fitted curve at half-maximal effect; % is scaled to controls: 0 for no effect and ±100 for the full control effect; nearly all actives have a fitted effect of over 65% in size
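Rat TrxR1 (90 nM in the dispensed reagent) was pre-reduced with 400 uM NADPH for 5 min at room temperature, then incubated with compound for 15 min. After 400 uM selenite was added, NADPH fluorescence (Ex 340/Em 450 nm) was followed for 8 min.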
Vif-APOBEC3F blk = inhibitors of Vif-A3F interaction. HeLa A3F-eYFP + Vif (tagged APOBEC3F with the HIV-1 protein that degrades it), YFP fluorescence increase. hit rate 0.2% among 390,000. AID 602313. Potency, µM (top dose mostly 46.1 µM), for inactives: top-dose activity, negative = active; also: potency is read from the fitted curve at half-maximal effect; % of control where 0% means no effect; nearly all actives have a fitted effect of over 65% in size
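Fluorescence increase (Ex 488/Em 500-530) after overnight compound treatment at 37 deg C flags inhibition of Vif-driven A3F-eYFP loss in stable HeLa A3F-eYFP/Vif cells seeded overnight beforehand.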
LDHA block = blocks human lactate dehydrogenase A; P00338; purified LDHA, NADH/diaphorase-resazurin fluorescence; stronger effect = lower value; activity change, % (values are at about 110 or 230 µM); hit rate 0.15% among 480,000; in the data active = activity change below about -30%; inconclusive = mostly about -25% to -30%;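 also: plate controls were DMSO wells for no effect and wells without enzyme for full effect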
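Remaining NADH was detected by diaphorase (0.133 mg/mL) converting 37 µM resazurin to fluorescent resorufin, read at 0 and 20 minutes. The preceding 5-minute room-temperature reaction used 2 nM LDHA, 0.2 mM sodium pyruvate and 0.06 mM NADH at pH 7.4.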
Vif-A3G inh = Vif-A3G binding inhibition. HeLa A3G-eYFP + Vif (tagged APOBEC3G with the HIV-1 protein that degrades it), YFP fluorescence, overnight. Potency, µM (titrated, usually from 46.1 µM), without a hit: at the top dose activity, negative = active, hits mostly inhibitors. hit rate 0.076% among 410,000. AID 602310;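 also: potency is read from the fitted curve at half-maximal effect; % is scaled to controls: 0 for no effect and ±100 for the full control effect; nearly all actives have a fitted effect of over 60% in size; hits raise eYFP signal because A3G escapes Vif-driven loss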
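Read-out is eYFP fluorescence (Ex 488/Em 500-530) from Vif-expressing HeLa A3G-eYFP cells; more signal means A3G escaped Vif-mediated degradation. Cells plated overnight, compound pinned in, incubated overnight at 37 deg C.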
USP1-UAF1 inh = inhibitors of human USP1/UAF1 deubiquitinase | O94782 | AID 743255 | hit rate 0.23% among 390,000 | recombinant USP1/UAF1, Ub-Rhodamine cleavage fluorescence | Potency, µM (highest dose often 57.1 µM), without a hit: top-dose activity change, negative = inhibition, most hits filed as inhibitors; also: potency is read from the fitted curve at half-maximal effect; % is scaled to controls: 0 for no effect and ±100 for the full control effect; nearly all actives have a fitted effect of over 60% in size; inactives centre near -12
Target sequence (O94782 whole entry, looked up): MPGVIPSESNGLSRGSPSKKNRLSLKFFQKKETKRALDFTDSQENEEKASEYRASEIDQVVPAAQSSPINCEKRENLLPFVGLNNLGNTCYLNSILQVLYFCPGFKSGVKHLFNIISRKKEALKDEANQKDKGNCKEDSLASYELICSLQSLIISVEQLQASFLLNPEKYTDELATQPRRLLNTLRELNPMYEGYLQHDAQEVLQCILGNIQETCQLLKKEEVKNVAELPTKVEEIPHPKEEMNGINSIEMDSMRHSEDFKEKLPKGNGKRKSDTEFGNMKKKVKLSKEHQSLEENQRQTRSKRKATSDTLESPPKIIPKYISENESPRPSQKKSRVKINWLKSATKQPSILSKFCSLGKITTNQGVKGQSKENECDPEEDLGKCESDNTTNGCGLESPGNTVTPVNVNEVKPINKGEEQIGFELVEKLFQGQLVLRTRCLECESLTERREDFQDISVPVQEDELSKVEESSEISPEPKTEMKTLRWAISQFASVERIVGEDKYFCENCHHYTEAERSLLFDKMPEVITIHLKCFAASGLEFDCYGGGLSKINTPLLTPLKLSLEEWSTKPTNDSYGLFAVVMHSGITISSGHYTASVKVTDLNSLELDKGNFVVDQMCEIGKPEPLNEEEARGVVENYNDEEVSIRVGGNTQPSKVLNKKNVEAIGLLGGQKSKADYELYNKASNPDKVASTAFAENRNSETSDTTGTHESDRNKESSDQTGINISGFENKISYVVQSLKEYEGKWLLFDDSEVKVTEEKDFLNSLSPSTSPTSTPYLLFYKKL
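1 nM enzyme complex + cpd, 15 min RT; start with Ub-Rho 150nM final; kinetic fluorescence ex 480/em 540, 6 reads q60 s. Buffer 50mM HEPES pH 7.8, 0.5mM EDTA, 0.1 mg/ml BSA, 1mM TCEP, 0.01% Tween-20.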
RGS4 inh = human RGS4 inhibition; P49798; Transcreener GDP fluorescence polarization, RGS4-accelerated GTP hydrolysis; Potency, µM (doses to about 114 µM), for inactives: at the top dose activity change, negative = inhibition, actives largely listed as inhibitors; hit rate 0.039% among 390,000; AID 504845; also: potency is read from the fitted curve at half-maximal effect; % is scaled to controls: 0 for no effect and ±100 for the full control effect; nearly all actives have a fitted effect of over 75% in size; some results filed as inactive show a strong effect at the top dose
Target sequence (P49798 whole entry, looked up): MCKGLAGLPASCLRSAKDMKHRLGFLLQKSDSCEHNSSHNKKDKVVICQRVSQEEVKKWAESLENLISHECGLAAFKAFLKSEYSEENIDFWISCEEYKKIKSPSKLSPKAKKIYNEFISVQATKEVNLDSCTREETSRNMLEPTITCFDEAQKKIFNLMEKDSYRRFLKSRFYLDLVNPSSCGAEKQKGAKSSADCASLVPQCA
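MLSMR compounds (23 nl, pin-transferred) preincubated 10 min at room temperature with a 500nM (2x) first reagent, then RGS4 at 900nM (2x) plus Transcreener GDP mix added; fluorescence polarization (620/688 nm) read before and after 90 min at 30 °C.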
An asterisk follows results filed as active; ? = inconclusive; · = not tested or not shown; [ ] = dose if it differs, or a comment. Unless noted, calls follow the shape of the dose curve; as a rule, active = well fitted curve in the direction sought with a large enough effect; inconclusive = small, poorly fitted or top-dose-only effect, or another doubt; inactive = no such curve, though single readings can be large; an effect the other way counts as inactive or inconclusive. Some of the compounds tested; rates above refer to the full screens.

SMILES	mIDH1 inhibitor	TrxR1 substrate	Glioma ERSR ind	rTrxR1 inhibitor	Vif-APOBEC3F blk	LDHA block	Vif-A3G inh	USP1-UAF1 inh	RGS4 inh
O=C(COC(=O)c1cc(=O)[nH]c2ccc(Br)cc12)c1ccccc1	-7%	2%	-4%	8%	-3%	-6	-3%	-22%	5%
CCOC(=O)N1C2c3ccccc3C(c3ccccc32)N1C(=O)OCC	1%	-7%	-9%	-12%	7%	-2	-6%	-2%	-7%
Cc1ccc(-c2ccc(OC(=O)c3ccc(=O)[nH]c3)c(C)c2)cc1	12%	2%	9%	11%	2%	-2	3%	-20%	-17%
O=C(COC(=O)c1ccc(F)cc1)NC1CC1	2%	1%	-3%	26%	7%	-2	1%	-7%	-6%
COc1ccc(-n2c(=S)[nH]c3sc(-c4ccccc4)cc3c2=O)c(OC)c1	3%	-1%[57.1 µM]	-4%	?	?	-9	3%	12%	8%
COC(C[C@@H]1O[C@@H]1[C@H](O)[C@@H](C)OCc1ccccc1)OC	-3%	6%	-1%	28%	-1%	-2	0%	-21%	-5%
CC1=NNC(=O)C1CC(=O)N/N=C/c1ccc(C)o1 (stereo not given)	3%	0%[57.1 µM]	-3%	9%[57.1 µM]	-10%	1	0%	-17%	-7%
Cc1ccc(S(=O)(=O)CCC(=O)OCc2cc(C)ccc2C)cc1	12%	-4%[57.1 µM]	-2%	14%	10%	-3	-3%	-18%	3%
Cc1cc(C=O)c(C)n1-c1ccc2c(c1)OCO2	14%	0%	-2%	-3%[57.1 µM]	-10%	4	-5%	-23%	-38%
CC(C)(C)c1nc(NCCN2CCOCC2)c2nnn(Cc3ccccc3Cl)c2n1	3%	2%	-1%	8%	-5%	2	0%	-3%	10%
N=c1n(CC(=O)c2ccc([N+](=O)[O-])cc2)c2ccccc2n1Cc1ccc(Cl)cc1	8%	5%	-4%	26%	?	0	-5%	-16%	3%
CCc1ccc(C2=NN(S(C)(=O)=O)C(c3cccs3)C2)cc1 (stereo not given)	8%	1%	1%	13%	?	-5	?	-1%	6%
Cc1cc(Br)cc2c1NC(=O)C2(O)CC(=O)c1ccco1 (stereo not given)	-1%	0%	0%	22%	-2%	-4	0%	-20%	-9%[56.9 µM]
C=C(C)CSc1nc2sc3c(c2c(=O)n1CCCC)CCCC3	-13%	-7%	-4%	5%	-2%	-8	-3%	-12%	9%
COc1cc(CN2CCC(C(=O)N3CCN(c4ccccc4F)CC3)CC2)cc(OC)c1OC	8%	-8%	-4%	-10%	-5%	-16	-1%	-2%	17%
COc1ccc(NC(=O)CCSc2ccc(C)cc2)cc1	3%	0%	0%	9%	-5%	-3	-2%	-3%	22%
O=C(c1cccc(F)c1)N1CCN(Cc2ccco2)CC1	2%	8%[57.1 µM]	0%	9%[57.1 µM]	3%	-7	-3%	-12%	21%
Cc1c(NC(=O)C(C)OC(=O)Cc2ccc(F)cc2)c(=O)n(-c2ccccc2)n1C (stereo not given)	1%	-2%	-6%	9%	?	-9	0%	-1%	-2%
CC(C)C(NC(=O)C(NC(=O)C1OC2OC(C)(C)OC2C2OC(C)(C)OC12)C(C)C)C(=O)O (stereo not given)	8%	11%[57.1 µM]	-4%	39%[activator][57.1 µM]	3%	-3	1%	-5%	-2%
CCNC(=O)c1cnc2c(-c3ccccc3)c(C)nn2c1C	15%	-10%[57.1 µM]	-1%	-16%[57.1 µM]	-1%	-1	2%	-11%	0%
Cc1c2c(nc3c(C(=O)NC4CC4)cnn13)CCCC2	1%	2%[57.1 µM]	9%	14%[57.1 µM]	0%	-1	0%	-11%	6%
CCNS(=O)(=O)c1cc(-c2nnc(OC)c3ccccc23)ccc1C	-1%	0%	-1%	11%	0%	-1	-7%	-23%	8%
CCOc1ccc(CCNC(=O)CN2C(=O)COc3ccc(S(=O)(=O)N(CC)CC)cc32)cc1	9%	-18%	-1%	-19%	3%	2	-3%	-9%	1%
CCOC(=O)COc1ccc(Br)cc1/C=C/c1[nH]c(=O)[nH]c(=O)c1[N+](=O)[O-]	5%	0%	?	?	-4%	-13	?	-17%	?
CCN(CCn1cccn1)C(=O)CCc1nnc(CCc2ccccc2OC)o1	0%	3%	1%	24%	4%	-6	-1%	-10%	26%
COc1ccc(S(=O)(=O)N2CCCCC2)cc1NC(=O)c1cccc(S(=O)(=O)N2CCOCC2)c1	1%	-4%	-3%	-9%	-15%	-8	0%	-18%	-49%
CCc1ccccc1NC(=O)Cn1nnc(-c2nc(-c3ccncc3)no2)c1N	·	-4%	·	12%	·	-5	·	-18%	33%
CC(C)NC(=O)N(C)C[C@@H]1Oc2ccc(NC(=O)CCN3CCOCC3)cc2CC(=O)N([C@@H](C)CO)C[C@@H]1C	9%	1%	-5%	?	-5%	6	1%	?	-9%
N#Cc1ccncc1Sc1ccc(Cl)cc1	4%	7%[57.1 µM]	-5%	0%[57.1 µM]	5%	-5	0%	-13%	-10%
COC(=O)Cn1c(=NC(=O)c2nc3ccccc3s2)sc2cc(S(N)(=O)=O)ccc21	2%	32%[activator]	3%	13%	?	-6	-6%	-25%	2%
Cc1nc2scc(-c3ccccc3)c2c(=O)n1N	2%	-8%	0%	-2%	3%	-10	1%	-5%	-13%
O=c1ccc(-c2ccc(S(=O)(=O)Nc3cccc(F)c3)o2)n[nH]1	-8%	5%	0%	13%	3%	-7	-8%	-13%	-2%
CC1CCN(C(=O)COC(=O)c2ccc3ccccc3n2)CC1	-13%	-3%	1%	11%	0%	-8	0%	-5%	38%
COc1ccc(C(=O)NC(=S)NCc2cccnc2)cc1Br	6%	5%	3%	-5%	-1%	-4	11%	-17%	-37%
CN1CCc2ccc(NC(=O)c3ccc(C(F)(F)F)cc3)cc2C1	-3%	1%	0%	1%	4%	1	8%	-15%	17%
COc1ccc(C(=O)/C=C/c2cccc(OCc3ccccc3)c2)cc1CSCC(=O)O	-20%	-7%	-12%	?	-1%	-4	?	-24%	?
Cc1noc(C)c1CSc1nc2ccccc2nc1NS(=O)(=O)c1ccc(Cl)cc1	-9%	1%	-9%	-10%	?	-6	-12%	-3%	-4%[11.4 µM]
CCOCCCn1c(=S)[nH]c2ncccc2c1=O	1%	10%[57.1 µM]	-2%	-9%[57.1 µM]	-4%	-4	0%	-19%	-7%
c1ccc2c(c1)[nH]c1ccncc12	-13%	7%[57.1 µM]	-5%	9%	0%	-1	-1%	-25%	1%
COc1ccc(OC)c(CNC(=O)c2cc3c(-c4ccc(OC)c(OC)c4)nn(C)c3s2)c1	10%	103%[activator]	-1%	44%[activator]	-4%	-3	-13%	?	3%

Look-ups from the entries so far:
CN1CCc2ccc(NC(=O)c3ccc(C(F)(F)F)cc3)cc2C1 in Glioma ERSR ind shows 0%
CCOc1ccc(CCNC(=O)CN2C(=O)COc3ccc(S(=O)(=O)N(CC)CC)cc32)cc1 in Vif-APOBEC3F blk shows 3%

The listing continues.
SMILES	mIDH1 inhibitor	TrxR1 substrate	Glioma ERSR ind	rTrxR1 inhibitor	Vif-APOBEC3F blk	LDHA block	Vif-A3G inh	USP1-UAF1 inh	RGS4 inh
COc1ccc(CCN2CC(C(=O)N(C)C3CCOCC3)CCC2=O)cc1 (stereo not given)	-2%	7%	-1%	21%	2%	0	0%	-17%	-20%
Cc1nn(C(=O)COc2ccc(Cl)cc2)c(C)c1Sc1ccccc1	2%	-3%	0%	4%	0%	1	5%	-26%	-7%
Cc1cccc(NC(=O)c2cc(S(=O)(=O)N3CCCCC3)ccc2Cl)n1	-11%	5%	-1%	16%	10%	-6	-2%	-20%	4%
COCCN(C(=S)Nc1ccccc1OC)C1CCN(C(C)C)CC1	-1%	0%	-3%	-4%[57.1 µM]	1%	-8	1%	3%	-3%
N#CCN1C(=O)C(=O)N(Cc2cccc(C(F)(F)F)c2)C1=O	8%	-7%	-1%	-21%	-20%	0	-4%	-6%	-17%[56.9 µM]
COc1cccc(-n2c(C)nc3c(cnn3-c3ccc(C)cc3)c2=O)c1	-3%	-6%[57.1 µM]	1%	-5%[57.1 µM]	1%	-5	2%	2%	38%
O=C(CN1C(=O)CSC1=O)Nc1ccccc1F	6%	-1%	-4%	14%	-1%	-4	2%	-15%	6%
COc1ccc(-n2nc(C(=O)NCC(=O)N3CCCC(C)C3)c3ccccc3c2=O)cc1Cl (stereo not given)	-13%	17%	1%	49%[activator]	12%	-5	3%	-12%	16%
COc1ccc(-c2oc3cccnc3c2/C=C/c2ccc(OC)c(OC)c2)cc1	-3%	139%[activator][57.1 µM]	-2%	?	0%	0	-3%	-8%	-6%
CCOC(=O)C1(CC)NC(c2ccc(OC)c(OC)c2)C2C(=O)N(c3cccc(C(C)=O)c3)C(=O)C21 (stereo not given)	-7%	1%	-3%	22%	-3%	0	-1%	-26%	7%
CC(Oc1ccc(-c2ccccc2)cc1)C(=O)N1CCOCC1 (stereo not given)	-1%	6%[57.1 µM]	8%	-12%	-2%	-4	-6%	4%	-3%
COc1ccc(OC)c(NC(=O)CN2C(=O)COc3ccc(C)cc32)c1	1%	6%	-5%	20%	2%	1	-1%	-21%	-6%

Screens: PubChem BioAssay, National Center for Advancing Translational Sciences (NCATS)
